High-throughput results deposited in PubChem by several laboratories.
BoNT-A LC inh2 = blocks Botulinum neurotoxin A light chain protease | multiplex microsphere protease substrate cleavage, flow cytometry | inhibition, % at 10 µM | actives 0.17% (n = 360,000) | AID 588499; note: plate controls were buffer without enzyme for full effect and enzyme alone for no effect
MazEF act = activators of E. coli MazEF toxin-antitoxin RNase; AID 504720; FAM/BHQ RNA-DNA oligo cleavage fluorescence, 5 h; actives 0.32% (n = 350,000); P0AE70; activation, % at 20 µM; in the data active = activation above about 50%
Target sequence (P0AE70 whole entry, looked up): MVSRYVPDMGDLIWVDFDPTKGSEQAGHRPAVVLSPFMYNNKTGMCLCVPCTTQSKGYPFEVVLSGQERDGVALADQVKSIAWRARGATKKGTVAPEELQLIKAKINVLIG
PriA SSB inh = blocks PriA binding to SSB C-terminal tail; actives 0.6% (n = 430,000); AlphaScreen SSBct-PriA binding, biotinylated peptide; inhibition, % at 33 µM; AID 1272365; in the data active = inhibition mostly above about 37%, no sharp cut-off; inactive = mostly below about 20%;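 note: plate controls were negative control peptide for no effect and reference peptide for full effect; strong numbers were not always called active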
Anthrax LF inh2 = inhibitors of Bacillus anthracis lethal factor protease; P15917; multiplex microsphere protease cleavage assay, LF; inhibition, % at 10 µM; actives 0.12% (n = 360,000); AID 588501; note: plate controls were buffer without enzyme for full effect and enzyme alone for no effect
Target sequence (P15917 whole entry, looked up): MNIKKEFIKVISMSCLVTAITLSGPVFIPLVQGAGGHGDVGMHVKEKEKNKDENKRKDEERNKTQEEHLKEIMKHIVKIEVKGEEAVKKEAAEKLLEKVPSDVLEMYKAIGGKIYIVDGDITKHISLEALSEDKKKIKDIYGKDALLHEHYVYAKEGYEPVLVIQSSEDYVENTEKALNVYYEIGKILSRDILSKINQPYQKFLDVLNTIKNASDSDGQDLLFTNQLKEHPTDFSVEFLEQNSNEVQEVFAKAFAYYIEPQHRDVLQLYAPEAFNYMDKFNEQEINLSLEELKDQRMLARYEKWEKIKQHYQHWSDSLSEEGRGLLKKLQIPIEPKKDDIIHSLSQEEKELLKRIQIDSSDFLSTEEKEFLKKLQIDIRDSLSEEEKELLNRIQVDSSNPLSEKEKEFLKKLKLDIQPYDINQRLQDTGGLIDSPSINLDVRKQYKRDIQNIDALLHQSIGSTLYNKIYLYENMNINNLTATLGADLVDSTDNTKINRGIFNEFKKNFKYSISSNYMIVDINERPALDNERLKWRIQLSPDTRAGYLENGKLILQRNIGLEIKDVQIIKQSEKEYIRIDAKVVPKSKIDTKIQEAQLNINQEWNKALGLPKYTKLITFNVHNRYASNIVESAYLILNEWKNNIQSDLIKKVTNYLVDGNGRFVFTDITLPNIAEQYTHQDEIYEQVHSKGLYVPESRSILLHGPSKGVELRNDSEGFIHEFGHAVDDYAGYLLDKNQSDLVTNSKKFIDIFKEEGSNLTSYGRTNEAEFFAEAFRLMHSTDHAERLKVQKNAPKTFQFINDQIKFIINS
BoNT-F LC inh = BoNT F light chain protease inhibition | Multiplex microsphere protease cleavage assay, flow cytometry | inhibition, % at 10 µM | actives 0.22% (n = 360,000); in the data active = inhibition above about 35%, passing the limit was not always enough; inconclusive = no clear call, values can overlap the other calls; note: plate controls were buffer without enzyme for full effect and enzyme alone for no effect
CCHFV vOTU inh = blocks the CCHF virus ovarian tumor domain protease. CCHFV vOTU protease, Pep-AMC fluorescence. inhibition, % at 11.5 µM. actives 0.55% (n = 370,000). AID 651958; in the data active = inhibition above about 30%; note: 0% = vehicle wells with enzyme and 100% = no enzyme wells
SARS 3CLpro inh = SARS-CoV 3CLpro protease inhibition. P0C6X7. recombinant SARS-CoV 3CLpro, quenched FRET peptide cleavage. inhibition, % at 6 µM. actives 0.14% (n = 290,000). AID 1706; in the data active = inhibition above about 12%
PrPC TRFRET = reduces human prion protein on the cell surface; P04156; cell surface PrPC, TR-FRET read-out; inhibition, % at 13.8 µM; actives 0.43% (n = 370,000); in the data active = inhibition above about 24%; note: 0% = median of the test wells and 100% = reference compound wells
Rv3671c inh = inhibits the M. tuberculosis serine protease Rv3671c; inhibition, % at 5.96 µM; actives 0.048% (n = 320,000); P9WHR9; in the data active = inhibition above about 38%;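 note: extracellular domain of Rv3671c used as enzyme; 0% = enzyme with DMSO and 100% = no enzyme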
DUSP3 inh = blocks human VHR1 dual specificity phosphatase | P51452 | recombinant VHR phosphatase, pNPP absorbance | inhibition, % at 13.3 µM | actives 0.52% (n = 290,000) | AID 1654; in the data active = inhibition above about 50%; note: some compounds called inactive have numbers as strong as hits
An asterisk follows results filed as active; i = inactive; ? = inconclusive; · = not tested or not shown. Cut-off read from the data, not from the text of the source, unless noted: active = inhibition above about 30%; inconclusive = no clear call, values can overlap the other calls; inactive = below that. An excerpt. The share of hits here may be higher or lower than overall.

SMILES	BoNT-A LC inh2	MazEF act	PriA SSB inh	Anthrax LF inh2	BoNT-F LC inh	CCHFV vOTU inh	SARS 3CLpro inh	PrPC TRFRET	Rv3671c inh	DUSP3 inh
COC(=O)[C@H](Cc1ccc(O)cc1)NCCCn1cnc(C(=O)Nc2ccc(C)c(C)c2)n1	0.1	10	-12	-1	-5	-2	·	4	·	·
O=C(NN1C(=O)c2ccccc2NC1c1ccc([N+](=O)[O-])o1)c1ccc([N+](=O)[O-])cc1 (centres undefined)	0.1	7	-3	-3	4	5	2	-20	-3	3
CN1CCN(C(=O)c2cc3c(c(-c4cccc(C#CC(C)(C)O)c4)n2)[C@@H](CCO)N(S(=O)C(C)(C)C)C3)CC1 (some centres undefined)	-0.4	·	·	0	-12	4	·	8	·	·
N/C(=N\OC(=O)CN1C(=O)c2ccccc2C1=O)c1ccc(Br)cc1	-0.2	-5	·	1	-3	-9	1	-2	7	5
CCCCn1c(N)c(N(CC)C(=O)CCc2ccccc2)c(=O)[nH]c1=O	-1.5	3	8	0	-31	-7	1	6	-8	2
COc1cc(OC)cc(C(=O)NCCOc2ccccc2)c1	-0.1	-4	-17	-3	-2	14	4	-2	2	10
CC1CN(C(=S)SCCN2C(=O)CCC2=O)CC(C)O1 (centres undefined)	0.1	1	-4	-3	2	4	-1	0	-13	-15
COc1ccccc1NC(=S)N1CCCc2ccccc21	1.3	4	16	-1	-1	4	1	4	1	2
CCn1ncc(/C=C/C(=O)Nc2c(C)nn(CC)c2C)c1C	1.1	0	-7	0	2	-2	2	-2	4	24
FC(F)(F)c1ccccc1NC(=S)Nn1cnnc1	0.7	4	-6	-1	3	1	0	-1	·	11
O=C(Nc1ccc(NC(=O)c2cc3ccccc3o2)cc1)c1ccco1	1.3	-8	-1	0	-2	-8	-6	-6	-20	-9
COc1ccccc1C(=O)NCCn1ccc2ccccc21	96*	0	8	59*	36*	4	0	7	-13	28
COc1ccccc1C(=O)NC(=S)Nc1cccnc1Cl	-0.2	4	-7	1	0	4	-4	1	-12	31
CCC(C)[C@H](NC(=O)N1CCN(c2cccc(C(F)(F)F)c2)CC1)C(=O)OC (some centres undefined)	0.0	-6	-16	-1	-5	2	-2	11	-1	14
CCOC(=O)NNC(=O)C12CC3CC(CC(C3)C1)C2	0.5	7	-3	-2	-8	2	-1	0	-1	9

Quoted at random: 5 entries already listed.
SMILES	BoNT-A LC inh2	MazEF act	PriA SSB inh	Anthrax LF inh2	BoNT-F LC inh	CCHFV vOTU inh	SARS 3CLpro inh	PrPC TRFRET	Rv3671c inh	DUSP3 inh
CCCCn1c(N)c(N(CC)C(=O)CCc2ccccc2)c(=O)[nH]c1=O	-1.5	3	8	0	-31	-7	1	6	-8	2
CCC(C)[C@H](NC(=O)N1CCN(c2cccc(C(F)(F)F)c2)CC1)C(=O)OC (some centres undefined)	0.0	-6	-16	-1	-5	2	-2	11	-1	14
CC1CN(C(=S)SCCN2C(=O)CCC2=O)CC(C)O1 (centres undefined)	0.1	1	-4	-3	2	4	-1	0	-13	-15
COc1ccccc1NC(=S)N1CCCc2ccccc21	1.3	4	16	-1	-1	4	1	4	1	2
COc1cc(OC)cc(C(=O)NCCOc2ccccc2)c1	-0.1	-4	-17	-3	-2	14	4	-2	2	10

Following part.
SMILES	BoNT-A LC inh2	MazEF act	PriA SSB inh	Anthrax LF inh2	BoNT-F LC inh	CCHFV vOTU inh	SARS 3CLpro inh	PrPC TRFRET	Rv3671c inh	DUSP3 inh
C[C@H](NC(=O)c1nc[nH]c1C(=O)NCc1ccccc1)c1ccccc1	0.4	5	-5	-5	-6	-3	·	-5	-11	·
O=C(c1cc(-c2cccs2)nc2ccccc12)N1CCN(c2ccccc2)CC1	0.2	-9	6	-3	-1	-1	0	-4	7	22
O=C1c2ccccc2NC(c2ccccc2)N1c1ccc(O)cc1 (centres undefined)	-0.5	-5	-19	2	-4	-4	2	2	-2	19
Nc1nc(CCl)nc(Nc2ccccc2)n1	0.0	3	-2	-3	-4	7	0	0	4	20
O=C(/C=C/c1ccc([N+](=O)[O-])cc1)NCCSc1ccccc1	?	0	3	-1	-3	23	2	-20	1	7
CN(C(=O)CSc1nnc(C2CC2)n1C)C1CCCc2ccccc21 (centres undefined)	-1.1	-1	-18	4	-4	-8	·	2	·	·
O=C(CC1(O)C(=O)N(Cc2ccccc2Cl)c2ccccc21)c1ccco1 (centres undefined)	0.6	3	-6	-2	5	-18	0	-10	-5	3
O=C(/C=C/c1ccco1)Oc1cc(Br)cc(/C=N/NC(=O)c2ccccc2O)c1	1.8	2	·	0	-2	13	4	3	-10	3
COc1ccc(/C=C2\SC(=O)N(CCC(=O)N(C)C3CCS(=O)(=O)C3)C2=O)cc1 (centres undefined)	-1.5	14	4	3	7	-7	-2	-4	-7	10
CCOC(=O)c1c(NC(=O)C2CC(Cl)=CCC2C(=O)O)sc2c1CCCCC2 (centres undefined)	-0.2	4	4	-8	-1	·	5	·	-1	-2
CC1CN(c2ccccc2)C(=O)CS1 (centres undefined)	0.0	-1	-21	-1	-5	-1	3	5	-4	6
NNC(=O)CN1C(=O)C2(OCCO2)c2ccccc21	-0.4	1	·	-2	-7	-2	·	-1	·	·
O=C(O)c1ccccc1S(=O)(=O)CC(=O)N1CCCCC1	4.0	9	-1	7	15	-12	4	6	1	-17
O=S1(=O)NC(CC2=CCCCC2)C2CCCCC2O1 (centres undefined)	-0.2	4	1	-6	-4	-2	2	1	-7	9
CCN(C(=O)COC(=O)c1cc(S(=O)(=O)N2CCOCC2)c(Cl)cc1Cl)C1CCS(=O)(=O)C1 (centres undefined)	-1.4	3	-10	-6	-9	7	-4	-1	-7	22
CNS(=O)(=O)c1cccc(C(=O)NCC(C)(C)N2CCCCC2)c1	-3.4	-1	0	5	-18	1	-1	0	8	-17
COc1cc(CNCCNC(=O)c2nonc2N)ccc1OCc1ccc(Cl)cc1	0.1	18	-3	-4	-14	-4	3	3	4	40
COc1ccccc1OC(=O)c1ccc(SC)cc1OC	0.2	-18	-30	-1	-8	6	4	2	7	1
CC1CCN(S(=O)(=O)c2cc(C(=O)Nc3ccccn3)ccc2Br)CC1	·	-2	7	·	·	0	·	-4	-5	·
Cc1cc(-c2nnc(CCC(=O)N(C)CCc3ccccc3)o2)no1	0.0	11	-3	-6	10	5	0	2	6	13
CC(=O)c1cccc(NC(=O)CSc2nnc(-c3ccc(S(=O)(=O)N4CCCC4)cc3)o2)c1	1.1	-3	-9	1	4	-2	3	8	-9	-4
CCOc1ccc(CNC(=O)CN2C(=O)CSc3ccc(S(=O)(=O)N4CCOCC4)cc32)cc1OC	-3.0	10	7	2	-4	2	-2	7	0	-6
COc1ccc(C(CNC(=O)c2cccc3cccnc23)N(C)C)cc1 (centres undefined)	1.2	5	-1	1	5	5	1	-14	7	25
CC1(C(=O)NS(=O)(=O)c2cccc(C#N)c2)CCN1C(=O)Cc1cc(F)ccc1F (centres undefined)	-0.2	·	·	-4	1	-1	·	2	·	·
CC(C)NC(=O)N(C)C[C@H]1Oc2ccc(NS(=O)(=O)c3ccccc3)cc2C(=O)N([C@H](C)CO)C[C@@H]1C	-0.6	5	-2	6	-4	-5	·	-1	3	·
O=C(CCc1ccccc1)NCc1ccc(F)cc1	-4.3	4	-6	9	?	6	-1	6	0	-4
CCCCc1nnc(NC(=O)C(C)Sc2nc(O)c(Cc3ccccc3)c(=O)[nH]2)s1 (centres undefined)	-0.8	5	-1	-6	-6	5	-2	-6	8	11
CC(C)(O)C1=NOC(c2ccccc2)C1 (centres undefined)	-0.1	1	-6	-3	1	-6	-1	0	2	5
Cc1ccc(NC(=O)CC2SCCNC2=O)cc1[N+](=O)[O-] (centres undefined)	-0.6	0	-8	-5	-2	6	2	-11	-3	13
Cc1cc(OC(=O)c2ccc(C(C)(C)C)cc2)c([N+](=O)[O-])c(=O)[nH]1	0.4	10	-4	-3	4	6	-2	3	-9	4
COC(=O)c1cccc(NC2CC(=O)N(c3ccc(OC)c(OC)c3)C2=O)c1 (centres undefined)	0.7	0	-6	1	3	-12	-8	6	-4	0
Nc1ccccc1SC1CC(=O)N(c2ccc3c(c2)OCO3)C1=O (centres undefined)	4.6	6	-1	-8	?	-11	-3	0	3	-1
COC(=O)C1=C(C)NC(=O)CC1c1ccccc1F (centres undefined)	0.9	-5	-2	-1	0	2	4	6	11	22
CCOC(=O)c1ccc(NC(=S)N(CCN(C)C)Cc2cccs2)cc1	0.4	7	0	-5	0	-1	0	2	-9	10
CCOc1ccc(N(C)C(=O)CCc2nnc3ccc(N4CCCC4)nn23)cc1	-1.6	-2	14	-5	-4	10	-2	0	-5	15
COc1ccc(-c2[nH]ncc2C2N=C(N)Nc3nc4ccccc4n32)cc1 (centres undefined)	-0.3	6	0	-4	-10	-5	-3	6	-2	23
COc1cccc(CN(C)C(=O)c2cc(S(=O)(=O)N3CCCCCC3)ccc2OC)c1	-0.4	-5	-3	-8	-5	4	·	1	8	·
CC1CN(C(=O)COC(=O)c2cc3ccccc3cc2O)CC(C)O1 (centres undefined)	-0.6	-7	-1	-3	1	20	·	-4	-10	·
O=C(Cc1ccccc1[N+](=O)[O-])c1ccc2c(c1)OCO2	-0.5	5	0	-2	-2	3	·	2	·	·
CCCCNC(=S)N(C)/N=C/c1ccc2c(c1)OCO2	-1.7	-11	·	-2	-1	8	0	-1	-12	10
COc1cc(C(=O)Cc2nc3ccccc3n2C)cc(OC)c1OC	-0.4	-13	-9	1	-10	2	3	-11	1	7
CCCOc1c(Cl)cc(C(=O)NC)cc1OC	0.0	2	-8	-7	-2	0	0	2	-4	-3
CCOc1ccc(C(=O)NCC(=O)OCC(=O)N2C(C)CCCC2C)cc1 (centres undefined)	0.0	2	4	4	6	3	7	-3	0	17
CC(NC(=O)[C@H](C)NC(=O)N1CCn2c1nc1ccccc12)c1ccccc1 (some centres undefined)	-3.3	-3	-5	0	-10	7	0	7	-4	25
Cc1noc(C)c1NC(=O)N(C)C[C@H]1Oc2ccc(NS(=O)(=O)c3ccccc3)cc2C(=O)N([C@H](C)CO)C[C@@H]1C	0.0	-1	8	0	-2	0	·	0	6	·
Cc1cccc(C#N)c1	-1.3	5	5	-3	-16	-4	·	2	0	·
CC1(C2CC(=O)c3c(O)ccc(O)c3C2)OCCO1 (centres undefined)	-0.3	4	·	-7	-2	8	·	3	·	·
N#Cc1ccc(C(=O)OCC(=O)NC(=O)NCc2ccccc2)cc1	-0.2	2	-11	3	-1	-5	·	1	·	·
Cc1cccc(NC(=S)NC(=O)c2cccs2)n1	-0.1	17	9	-4	-3	-14	-2	0	6	10
Cc1ccn(CCC(=O)N2CCCC(CCC(=O)N3CCN(c4ccccn4)CC3)C2)n1 (centres undefined)	-1.5	2	-3	-4	-1	-8	3	6	9	12
COc1cccc(C(C(=O)NC2CCCC2)N(C(=O)c2csnn2)C2CC2)c1 (centres undefined)	0.6	2	3	0	1	1	2	8	11	22
S=C(N/N=C/c1ccc2c(c1)OCO2)NC1CC2CCC1C2 (centres undefined)	·	1	i	·	·	7	-7	9	3	13
COc1ccc2nc(C)cc(SCC(=O)NNC(=O)COc3ccc(C)cc3)c2c1	0.1	51*	-14	-4	7	-4	5	-8	0	41
O=C(Nc1ccc(Cl)c(S(=O)(=O)N2CCOCC2)c1)c1ccncc1	-0.4	9	-7	-7	-11	8	·	4	-1	·
O=C(COc1ccc(Cl)cc1)N1CCN(C(=O)c2ccccc2F)CC1	-1.2	10	-9	-2	1	4	0	-2	-8	24

Copied from the list.
Value for `Nc1ccccc1SC1CC(=O)N(c2ccc3c(c2)OCO3)C1=O` (centres undefined) under SARS 3CLpro inh: -3
Value for `O=C(COc1ccc(Cl)cc1)N1CCN(C(=O)c2ccccc2F)CC1` under BoNT-A LC inh2: -1.2
